# Compound activity: PubChem BioAssay, The Scripps Research Institute Molecular Screening Center
# PME-1 primary = blocks human protein phosphatase methylesterase 1 | recombinant PME-1, FP-Rh probe fluorescence polarization | inhibition, % at 5.9 µM | 320,000 compounds, 0.53% hits | AID 2130;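 active = inhibition above the campaign mean of all compounds plus 3 SD, cut at about 26% in these data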;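 note: competitive labeling of PME-1 active site by serine hydrolase directed probe; 0% = PME-1 with DMSO and 100% = wells lacking PME-1 enzyme; inhibitors block probe labeling so polarization falls and inhibition rises; many of its hits are not listed in these tables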
# LYPLA1 inh = blocks human lysophospholipase 1, a PME1 counter-screen; recombinant LYPLA1, FP-Rh probe fluorescence polarization; O75608; inhibition, % at 5.9 µM; 320,000 compounds, 0.16% hits;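 active = inhibition above the mean of all tested compounds plus 3 SD, set per campaign, cut at about 14% in these data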;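 note: inhibitors block serine hydrolase probe labeling of LYPLA1 so polarization falls; 0% = enzyme with DMSO and 100% = wells lacking LYPLA1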
# pPAFAH inh = inhibitors of human plasma PAF acetylhydrolase (pPAFAH). Q13093. recombinant pPAFAH, FP-rhodamine probe fluorescence polarization. inhibition, % at 3.39 µM. 330,000 compounds, 1.5% hits. AID 463082;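 active = inhibition above the mean inhibition across the screen plus 3 SD, cut at about 25% in these data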;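 note: inhibitors block binding of the rhodamine activity-based probe so polarization drops; 0% = enzyme with DMSO and 100% = wells lacking pPAFAH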
# Target sequence (Q13093 whole entry, looked up): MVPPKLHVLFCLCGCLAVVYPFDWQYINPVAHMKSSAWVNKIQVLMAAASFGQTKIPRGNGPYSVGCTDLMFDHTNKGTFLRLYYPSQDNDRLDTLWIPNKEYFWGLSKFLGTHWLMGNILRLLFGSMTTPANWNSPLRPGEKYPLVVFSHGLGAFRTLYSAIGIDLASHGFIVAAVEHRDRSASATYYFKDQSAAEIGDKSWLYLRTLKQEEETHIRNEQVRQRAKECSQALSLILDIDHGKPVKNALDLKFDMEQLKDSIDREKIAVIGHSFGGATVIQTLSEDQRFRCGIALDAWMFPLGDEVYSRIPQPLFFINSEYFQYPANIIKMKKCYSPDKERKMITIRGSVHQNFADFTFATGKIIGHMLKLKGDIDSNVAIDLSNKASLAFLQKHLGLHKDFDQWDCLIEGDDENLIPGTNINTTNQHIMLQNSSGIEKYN
# PAFAH1B3 inh = blocks human PAF acetylhydrolase 1B catalytic subunit 3; recombinant PAFAH1B3, FP-rhodamine probe, fluorescence polarization; 340,000 compounds, 0.28% hits; inhibition, % at 3.39 µM; AID 492972; Q15102;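 active = inhibition above the screen-wide average of all tested compounds plus 3 SD, cut at about 25% in these data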;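 note: 0% = enzyme with DMSO only and 100% = wells lacking PAFAH1B3 protein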
# PAFAH1B2 FP inh = PAFAH1B2 (human) inhibition. recombinant PAFAH1B2, FP-rhodamine activity probe, fluorescence polarization. 340,000 compounds, 1.2% hits. AID 492953. inhibition, % at 3.39 µM;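 active = inhibition above the mean of all tested compounds plus 3 SD, cut at about 24% in these data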;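 note: 0% = enzyme with DMSO and 100% = wells lacking PAFAH1B2; many of its hits are not listed in these tables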
# Target sequence (P68402 whole entry, looked up): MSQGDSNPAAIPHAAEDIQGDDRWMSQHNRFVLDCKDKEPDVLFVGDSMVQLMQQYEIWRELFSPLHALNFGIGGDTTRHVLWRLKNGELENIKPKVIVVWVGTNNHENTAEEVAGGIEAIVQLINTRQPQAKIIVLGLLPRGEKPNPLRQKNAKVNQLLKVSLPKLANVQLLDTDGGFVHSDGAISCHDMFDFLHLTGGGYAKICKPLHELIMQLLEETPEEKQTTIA
# PAFAH2 FP inh = PAFAH2 (human) inhibition. AID 492956. recombinant PAFAH2, FP-rhodamine activity probe, fluorescence polarization. 340,000 compounds, 0.99% hits. inhibition, % at 3.39 µM. Q99487;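 active = inhibition above the mean over all tested compounds plus 3 SD, cut at about 30% in these data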;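 note: inhibitors block probe labeling of enzyme so polarization drops; 0% = enzyme with DMSO and 100% = wells lacking PAFAH2 protein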
# LYPLA2 inh = LYPLA2 (human) inhibition in PME1 counter-screen. O95372. recombinant LYPLA2, FP-Rh probe fluorescence polarization. inhibition, % at 5.9 µM. 320,000 compounds, 0.38% hits. AID 2177;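 active = inhibition above the screen-wide mean plus 3 SD, limit set per campaign, cut at about 26% in these data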;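 note: 0% = LYPLA2 with DMSO and 100% = wells lacking LYPLA2 enzyme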
# GSTO1 counter = GSTO1 inhibition, counter-screen for RBBP9 inhibitors. P78417. recombinant GSTO1, activity-based probe fluorescence polarization. inhibition, % at 5.96 µM. 300,000 compounds, 1.1% hits. AID 1974;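 active = inhibition above the campaign mean inhibition plus 3 SD, cut at about 35% in these data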;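 note: 0% = GSTO1-1 with DMSO and 100% = wells lacking GSTO1-1 enzyme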
# PAD4 inh = blocks human protein arginine deiminase 4; recombinant PAD4, RCA probe fluorescence polarization; AID 485272; inhibition, % at 6.36 µM; 330,000 compounds, 0.41% hits; Q9UM07;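 active = percent inhibition above a cutoff equal to the mean of all tested compounds plus 3 SD, cut at about 15% in these data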;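 note: 0% = PAD4 with RCA probe and DMSO and 100% = probe without PAD4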
# * = called active by the depositor; x = no result given. Only part of the results is shown; count on the stated rates, not on these rows.
SMILES,PME-1 primary,LYPLA1 inh,pPAFAH inh,PAFAH1B3 inh,PAFAH1B2 FP inh,PAFAH2 FP inh,LYPLA2 inh,GSTO1 counter,PAD4 inh
COc1cccc(N=CC=C2OC(C)(C)C(C)(C)O2)c1,-2,1,-2,0,6,1,-2,-1,-4
COCCNC(=O)c1c(CS(=O)(=O)c2ccccc2)noc1C(=O)NCc1ccccc1,-3,1,-4,2,0,2,-3,-4,-1
C/C(=N/NC(=O)CN(c1ccccc1)S(=O)(=O)c1ccccc1)c1ccccc1O,-4,-15,12,13,-1,6,-21,-2,0
CCCSc1nnc(Nc2ccccc2C)s1,-5,-3,5,-5,6,-1,-4,-2,0
O=c1cc(O)c(-c2ccc(Cl)c(Cl)c2)c(Cl)[nH]1,-2,1,0,2,8,2,-1,8,-2
CC(C)C1N(C(=O)CN2CCCC2)CCN1S(=O)(=O)c1ccccc1 (stereo not given),-1,3,-2,6,0,-3,2,1,0
CCC(C)c1ccc2oc(-c3ccc(NC(=O)Cn4cnc5c(=O)n(C)c(=O)n(C)c54)cc3)nc2c1 (stereo not given),-11,-4,2,1,-4,-9,-4,-11,-3
O=[N+]([O-])c1ccc2[nH]c3nc4ccccc4nc3c2c1,-9,-4,-1,6,1,-2,-5,3,-10
N#CC(c1ccc(Cl)nn1)c1ccc(Cl)cc1Cl (stereo not given),-5,-5,-1,11,8,1,-6,9,1
O=C(N/N=C1/CCCc2ccccc21)C(c1ccccc1)c1ccccc1,3,-1,7,-5,3,-2,5,6,-3
Cc1cc(C)c2c(N)c(C(=O)Nc3ncc(C)s3)sc2n1,5,28*,3,-1,5,-2,-6,-15,2
O=C(CCS(=O)(=O)c1ccccc1)Nc1ccccc1N1CCOCC1,5,1,7,-1,3,0,2,9,3
Nc1ccc(CCc2ccc(N)cc2)cc1,-6,-3,1,7,16,2,-3,-2,-3
CC(C)(C)Nc1ncnc2c1cnn2-c1ccccc1,-3,2,-1,1,0,1,-2,-2,0
C=CCN1C(=O)CSC1=Nc1ccc(C(=O)O)cc1,-4,2,-1,5,2,3,8,-4,-7
C=C(C)[C@@H]1CC[C@]2(C(=O)O)CC[C@]3(C)[C@H](CC[C@@H]4[C@@]5(C)CC[C@H](O)C(C)(C)[C@@H]5CC[C@]43C)[C@@H]12,-9,-1,-1,-7,6,-1,-8,-1,-5
CC(CN1CCOCC1)c1ccccc1 (stereo not given),-1,0,2,9,4,-2,2,-8,-3
O=C(CCc1nnc2ccc(NCc3ccccc3Cl)nn12)NC1CCCCC1,-3,-1,0,9,0,3,5,11,3
COc1ccc(C2C(C(=O)O)CC(=O)N2C2CCCCC2)cc1 (stereo not given),1,-2,1,1,1,-5,1,1,0
C#CCOCCOCCOCCNc1nc(N2CCN(C(=O)[C@H](CCCCN)n3cc([C@@H](N)[C@H](C)CC)nn3)CC2)nc(N2CCN(C(=O)[C@H](CCCCN)n3cc([C@@H](N)CC(N)=O)nn3)CC2)n1,x,x,-2,-1,1,-1,x,x,0
CC1=NN(c2ccccc2)C(=O)/C1=C\c1ccc(Br)s1,4,-4,4,13,6,33*,0,16,16*
N#CC1=C(N)OC(c2ccccc2)=C(C#N)C1c1ccc2c(c1)OCO2 (stereo not given),7,-1,6,0,-4,22,-7,10,-1
CC1CCCN(CC(O)CN)C1 (stereo not given),-9,-3,-4,4,3,-1,-9,5,-10
O=C(CSc1nc2ccsc2c(=O)n1CC1CCC(C(=O)O)CC1)NCCc1ccc(Cl)cc1 (stereo not given),2,-2,5,-3,3,1,1,5,3
COc1ccccc1NC(=O)NNC(=O)c1ccc(-c2ccccc2)cc1,-2,-8,1,11,2,0,-1,-2,-3
COc1ccc(S(=O)(=O)N2CCN(C(=O)c3cc(-c4ccccc4OC)n[nH]3)CC2)cc1,-2,1,4,10,5,7,4,5,2
C=CCn1c(CNS(=O)(=O)c2ccc(Br)cc2)n[nH]c1=S,0,-2,4,7,19,8,0,2,-7
COc1ccc(NC(=S)NC(NC(=O)c2cccc(C)c2)C(Cl)(Cl)Cl)c([N+](=O)[O-])c1 (stereo not given),-1,-16,6,1,-2,-6,-13,-19,-1
Cn1c(=O)oc2cc(S(=O)(=O)N3CCCC(C(=O)NCc4cccs4)C3)ccc21 (stereo not given),3,-2,0,4,-8,-6,2,-2,1
CCc1ccc(NC(=O)c2cc(CC(C)C)on2)cc1,-6,2,8,6,-2,2,6,-3,-2
CCn1cc(C(=O)N(CCC(C)C)c2c(N)n(Cc3ccccc3)c(=O)[nH]c2=O)c(=O)c2ccc(C)nc21,6,-2,-1,17,-1,-3,2,9,0
O=C(Cc1cccs1)Nc1ccc(-c2nc3ccccc3[nH]2)cc1,-6,-3,0,5,3,-3,1,2,-5
CCCn1c(SCC(=O)Nc2cc(Cl)ccc2OC)nc(O)cc1=O,-13,-6,5,0,-3,-8,-8,x,-8
N#Cc1nc(-c2ccccc2Cl)oc1N1CCN(C(=O)c2ccco2)CC1,5,2,4,5,-5,0,11,0,-2
CCOC(=O)N1CCN(C(=O)Nc2cccc(Cl)c2)CC1,3,-2,5,1,1,7,-2,5,0
Cc1cc(C(=O)Nc2ccncc2)ccc1[N+](=O)[O-],0,4,-2,1,2,-3,3,4,2
COc1ccccc1NS(=O)(=O)c1cccc2nsnc12,0,-2,5,7,4,3,-1,10,4
COc1ccc(C(=O)N2CCc3cc(OC)c(OC)cc3C2c2cccc([N+](=O)[O-])c2)cc1OC (stereo not given),4,0,3,-4,-2,2,-2,-2,1
Cc1cccc(N=C2NN=C(c3c[nH]c4ccccc34)CS2)c1,16,-10,11,15,-2,2,-8,-3,-15
Cc1nc2ccccc2n1CCC(=O)O,-4,1,-1,8,0,0,4,4,-3
Cc1cc(C)n2nc(C(=O)N/N=C/c3ccc(Cl)cc3)nc2n1,-5,-2,2,0,5,6,-7,-1,-2
C=CCOc1c(Br)cc(CNc2ccc(NC(=O)C(C)C)cc2)cc1OCC,10,0,2,1,2,2,1,-1,-5
Cc1ccccc1-n1nnnc1SCC(=O)NCC1CCCO1 (stereo not given),-3,0,-3,-3,-1,1,0,1,0
CC(C)Oc1ccccc1C(=O)NC(CO)C(=O)O (stereo not given),-1,-2,3,2,7,9,-2,1,-4
COC(=O)c1cccc(C23CC4(C2)[C@H](CN(Cc2cccnc2)[C@@H]4c2ccccc2)C3c2ccccc2)c1 (stereo not given in full),-1,-3,-1,-3,9,0,4,1,0
Cn1c(=O)c2c(O)cc(=O)[nH]c2n(-c2ccccc2)c1=O,-2,0,0,3,1,14,3,18,-3
CC1=NNC(=O)C1CC(=O)N/N=C/c1ccc(C)o1 (stereo not given),2,2,-1,x,x,x,8,9,2
O=S(=O)(CCSc1ccc(C(F)(F)F)cn1)c1ccccc1,4,-2,3,10,7,8,9,2,3
Nc1nc(F)nc2c1ncn2[C@@H]1O[C@H](CO)[C@@H](O)[C@H]1O,-5,-3,5,12,-5,4,0,-2,-2

# By substructure: those above with a Cl atom (nine)
SMILES,PME-1 primary,LYPLA1 inh,pPAFAH inh,PAFAH1B3 inh,PAFAH1B2 FP inh,PAFAH2 FP inh,LYPLA2 inh,GSTO1 counter,PAD4 inh
O=c1cc(O)c(-c2ccc(Cl)c(Cl)c2)c(Cl)[nH]1,-2,1,0,2,8,2,-1,8,-2
N#CC(c1ccc(Cl)nn1)c1ccc(Cl)cc1Cl (stereo not given),-5,-5,-1,11,8,1,-6,9,1
O=C(CCc1nnc2ccc(NCc3ccccc3Cl)nn12)NC1CCCCC1,-3,-1,0,9,0,3,5,11,3
O=C(CSc1nc2ccsc2c(=O)n1CC1CCC(C(=O)O)CC1)NCCc1ccc(Cl)cc1 (stereo not given),2,-2,5,-3,3,1,1,5,3
COc1ccc(NC(=S)NC(NC(=O)c2cccc(C)c2)C(Cl)(Cl)Cl)c([N+](=O)[O-])c1 (stereo not given),-1,-16,6,1,-2,-6,-13,-19,-1
CCCn1c(SCC(=O)Nc2cc(Cl)ccc2OC)nc(O)cc1=O,-13,-6,5,0,-3,-8,-8,x,-8
N#Cc1nc(-c2ccccc2Cl)oc1N1CCN(C(=O)c2ccco2)CC1,5,2,4,5,-5,0,11,0,-2
CCOC(=O)N1CCN(C(=O)Nc2cccc(Cl)c2)CC1,3,-2,5,1,1,7,-2,5,0
Cc1cc(C)n2nc(C(=O)N/N=C/c3ccc(Cl)cc3)nc2n1,-5,-2,2,0,5,6,-7,-1,-2
